# Bioassay records: PubChem BioAssay, National Center for Advancing Translational Sciences (NCATS)
# Menin-MLL TR inh: menin-MLL binding inhibition, Texas Red mutant peptide; O00255; Menin + Texas Red MLL mutant peptide, fluorescence polarization; Potency, µM (top dose mostly 61.6 µM), without a hit: top-dose FP activity change, negative = inhibition, usual class: inhibitors; hit rate 0.23% among 270,000; active = well fitted inhibition curve with a large enough effect in the polarisation, with a control signal flat, not every such curve was filed as active; inconclusive = small, poorly fitted or top-dose-only effect, or effect the other way, or a change in a side signal; inactive = no such curve, though single readings can be large or run the other way; the % refers to the polarisation; note: potency is the fitted concentration of half-maximal effect; % of control where 0% means no effect; many of its hits are not listed in these tables
# ASM inhibitor: inhibitors of human secretory acid sphingomyelinase; hit rate 0.006% among 340,000; placental ASM, HMU-PC fluorogenic substrate, 60 min; P17405; Potency, µM (top dose mostly 57.5 µM), without a hit: at the top dose activity change, negative = inhibition, usual class: inhibitors; note: potency is the fitted concentration of half-maximal effect
#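 Fluorogenic HMU-PC substrate (9 uM final) is turned over by placental ASM in 60 min at 37 C after a 10 min compound preincubation. Reaction ended by alkaline stop (pH 10), with fluorescence read at 386/447 nm.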
# PKM2 act: activators of human pyruvate kinase M2; P14618; purified PKM2, Kinase-Glo ATP luminescence, activation; response scale: 0% is enzyme alone, no compound; Potency, µM (top dose mostly 57.5 µM), without a hit: top-dose activation, usual class: activators; hit rate 0.34% among 260,000; AID 1631; note: potency is the fitted concentration of half-maximal effect; % is set by controls: 0 for no effect and ±100 for the full control effect; nearly all actives have a fitted effect of over 55% in size
# Target sequence (P14618 whole entry, looked up): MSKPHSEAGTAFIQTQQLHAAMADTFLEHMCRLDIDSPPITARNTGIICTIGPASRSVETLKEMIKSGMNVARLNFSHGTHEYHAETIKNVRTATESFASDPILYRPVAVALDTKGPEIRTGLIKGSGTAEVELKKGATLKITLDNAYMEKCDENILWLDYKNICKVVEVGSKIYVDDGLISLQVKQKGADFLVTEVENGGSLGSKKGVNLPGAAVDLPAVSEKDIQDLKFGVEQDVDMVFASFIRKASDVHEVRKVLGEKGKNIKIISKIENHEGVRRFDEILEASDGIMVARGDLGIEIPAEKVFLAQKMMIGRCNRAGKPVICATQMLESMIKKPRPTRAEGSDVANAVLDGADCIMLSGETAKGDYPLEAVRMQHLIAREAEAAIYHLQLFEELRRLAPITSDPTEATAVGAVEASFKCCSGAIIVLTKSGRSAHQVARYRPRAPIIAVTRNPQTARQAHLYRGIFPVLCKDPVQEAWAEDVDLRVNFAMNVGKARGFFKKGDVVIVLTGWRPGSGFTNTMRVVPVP
#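 Kinase-Glo luminescence reports ATP generated from ADP (0.1 mM) and PEP (0.5 mM) by purified hPK-M2 after 1 h at room temperature, pH 7.2 imidazole buffer; intermediate enzyme activity allows detecting inhibitors and activators.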
# a7 integrin act: integrin-mediated muscular dystrophy alleviation activation; alpha7betagal myoblasts, beta-gal FDG fluorescence, 48 h; Potency, µM (doses to about 38.3 µM), without a hit: at the top dose activation, usual class: activators; hit rate 0.064% among 350,000; AID 624291;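 note: potency is the fitted concentration of half-maximal effect; 100% = response of the positive control SU9516; nearly all actives have a fitted effect of over 60% in size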
#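 alpha7betagal+/- myoblasts (passage 13, 250/well) treated 48 h at 37C with compounds at 1:260 dilution of DMSO stock. Lysed, then beta-galactosidase activity read as FDG fluorescence (ex 480/em 540) after 30 min, with pre-read for autofluorescence.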
# GALK inhibitor: inhibitors of human galactokinase; Purified GALK, Kinase-Glo residual ATP luminescence; Potency, µM (top dose mostly 57.5 µM), without a hit: at the top dose activity change, negative = inhibition, hits mostly inhibitors; hit rate 0.007% among 270,000; AID 1868; note: potency is the fitted concentration of half-maximal effect; % is set by controls: 0 for no effect and ±100 for the full control effect
#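 Luminescence from leftover ATP (Ultra-Glo luciferase/luciferin) served as read-out after a 1 h room-temperature reaction of 5 nM GALK with 35 uM ATP and 100 uM galactose.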
# BCR signal inh: inhibitors of chronic active B-cell receptor signaling. hit rate 0.05% among 340,000. ABC-DLBCL IkBa-CBG/CBR reporter, luminescence ratio, 4 h. AID 493014. Potency, µM (doses to about 46.1 µM), for inactives: at the highest dose ratio change, negative = lower green/red ratio, most hits filed as inhibitors; active = well fitted inhibition curve with a large enough effect in the signal ratio, with a control signal flat, not every such curve was filed as active; inconclusive = small, poorly fitted or top-dose-only effect, or effect the other way, or a change in a side signal; the % refers to the signal ratio;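 note: potency is the fitted concentration of half-maximal effect; plate controls were basal doxycycline-induced cells for no effect and cells given 10 µM MG132 for full effect; MG132 reads +100%, hits lower the ratio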
#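 Concentration-response series (up to 46 uM) were applied to TMD8 dual-reporter cells for 4 h at 37C with doxycycline. Green/red ratio, after filter-overlap correction, defined %Activity; red signal alone was normalised to basal cells and zero luminescence.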
# Tb PFK block: T. brucei PFK enzyme inhibition; T. brucei PFK, ADP-Glo luminescence; Potency, µM (series often up to 57.5 µM), without a hit: top-dose activity, negative = inhibition, hits mostly inhibitors; hit rate 0.17% among 330,000;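 note: potency is the fitted concentration of half-maximal effect; 0% = uninhibited 1x PFK enzyme wells and -100% = no-enzyme wells; nearly all actives have a fitted effect of over 60% in size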
#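 Luminescent ADP detection (ADP-Glo, two-step: ATP depletion then ADP-to-ATP conversion for luciferase) reported PFK activity after 45 min room-temperature reaction of 1.25 nM enzyme with 0.5 mM F6P and 0.1 mM ATP at pH 8.0.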
# B2AR arrestin: recruits beta-arrestin to the human beta2-adrenergic receptor; Potency, µM (doses to about 46.1 µM), inactives show top-dose activation, actives largely listed as activators; hit rate 0.02% among 330,000; P07550; beta-arrestin recruitment to beta2AR, cell-based reporter;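 note: potency is the fitted concentration of half-maximal effect; 0% = DMSO controls and full agonism = EC100 isoproterenol or metaproterenol; nearly all actives have a fitted effect of over 65% in size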
# TSG101-PTAP inh: blocks PTAP/TSG101 interaction to inhibit HIV-1 budding; Fluorescence polarization, FITC-PTAP peptide / Tsg101 binding; 340,000 tested, under 10 active; Potency, µM (top dose mostly 115 µM), inactives show top-dose activity change, negative = inhibition, most hits filed as inhibitors; AID 493005; active = well fitted inhibition curve with a large enough effect in the main read-out, with a control signal flat, not every such curve was filed as active; inconclusive = small, poorly fitted or top-dose-only effect, or effect the other way, or a change in a side signal; inactive = no such curve, though single readings can be large or run the other way; note: potency is the fitted concentration of half-maximal effect; % of control where 0% means no effect
# Target sequence (Q99816 whole entry, looked up): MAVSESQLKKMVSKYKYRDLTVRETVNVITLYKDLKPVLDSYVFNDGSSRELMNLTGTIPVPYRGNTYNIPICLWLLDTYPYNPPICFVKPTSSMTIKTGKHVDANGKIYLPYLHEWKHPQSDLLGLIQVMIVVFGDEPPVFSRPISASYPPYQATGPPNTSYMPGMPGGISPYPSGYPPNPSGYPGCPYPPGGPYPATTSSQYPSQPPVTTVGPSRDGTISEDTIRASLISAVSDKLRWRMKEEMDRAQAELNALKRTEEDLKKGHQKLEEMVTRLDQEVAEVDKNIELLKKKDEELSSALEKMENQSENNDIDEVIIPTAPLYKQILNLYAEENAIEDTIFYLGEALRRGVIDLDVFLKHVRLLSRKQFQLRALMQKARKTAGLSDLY
#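 Tsg101 binding domain (10 uM final) was mixed with compound and a FITC-labeled PTAP peptide (50 nM final) in HEPES pH 7.5 buffer with NaCl, Tween 20, EDTA and TCEP; fluorescence polarization was read after 20 min at r.t.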
# FBPA coupling cs: coupling enzyme interference in Giardia aldolase counter-screen. activity change, negative = inhibition, % at 58.2 µM, hits read low. coupling enzyme system counterscreen, AmpLite Red fluorescence. hit rate 0.67% among 290,000; in the data active = activity change below about -30%; note: % is set by controls: 0 for no effect and ±100 for the full control effect
#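 Counterscreen of the coupled detection system alone, without aldolase: glyceraldehyde-3-phosphate coupling enzymes plus AmpLite Red readout. Compounds at 57.5 uM final, 10 min RT preincubation, 20 min RT reaction, fluorescence 525/598 nm.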
# Giardia killer: Giardia lamblia killing. Giardia lamblia trophozoite viability. activity change, % at 7.66 µM, hits read low. hit rate 0.15% among 340,000. AID 540267; in the data active = activity change below about -80%; inconclusive = between about -30% and that limit;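 note: parasites exposed to compound for two days anaerobically before the ATP read; % is set by controls: 0 for no effect and ±100 for the full control effect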
#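 Trophozoites 100 cells/well + cpd; 48 hrs, 37 deg C, anaerobic. ATPLite 1-Step added, 15-30 min RT, luminescence read (ATP-based viability).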
# * marks the source's active call; other numbers are inactive results; ? = inconclusive; . = no result given; & = joins results of further samples; [ ] = remark or other dose. Unless noted, calls come from the whole dose curve; as a rule, active = well fitted curve in the direction sought with a large enough effect; inconclusive = small, poorly fitted or top-dose-only effect, or another doubt; inactive = no such curve, though single readings can be large; an effect the other way counts as inactive or inconclusive. Not all compounds are listed. The share of hits here may be higher or lower than overall.
structure,Giardia killer,B2AR arrestin,BCR signal inh,FBPA coupling cs,Menin-MLL TR inh,a7 integrin act,ASM inhibitor,GALK inhibitor,Tb PFK block,TSG101-PTAP inh,PKM2 act
COc1cc(O)c(C(CC(=O)N2CCCC(C)C2)c2cc(OC)c(OC)c(OC)c2)c(OC)c1 (stereo unspecified),-8&-3,0.5%,-7%,1&-5,-19%,21%,0%,-1%,3%,-2%,-5%
COc1ccc(NS(=O)(=O)c2cc(NC(=O)C3=NN(c4ccccc4)C(=O)CC3)ccc2OC)cc1,-2,0.0%,6%,.,.,-10%,-8%,.,-4%,-5%,.
Cc1ccc(CN2CC(=O)N3[C@H]4c5cc(Cl)ccc5OC[C@@H]4[C@H](c4ccccc4)[C@]3(C)C2=O)cc1,0,0.1%,10%,.,.,0%,-13%,.,3%,.,.
O=C(c1ccccc1)N1CCN(CC(O)COc2ccc(Br)cc2)CC1 (stereo unspecified),6,3.0%,-14%,2,-23%,2%,3%,-6%,-1%,-4%,0%
Cc1ccc(C)n1CCN1CCN(C(=O)CC#N)CC1,2,0.1%,?,1,3%,12%,13%,1%,0%,-2%,3%
CSc1ccc(/C=C(\NC(=O)c2ccc(C)cc2)C(=O)NN)cc1,-19,-0.1%,0%,-2,.,16%,-1%,0%,-10%,-2%,-7%
Cc1ccc(S(=O)(=O)N(C)c2ccc(C(=O)NCc3ccccc3F)cc2)cc1,-7,0.7%,14%,.,.,-37%,3%,.,0%,-5%,.
CN(C)S(=O)(=O)c1ccc(C(=O)OCn2nnc3ccccc3c2=O)cc1,-7,-0.3%,-18%,0,2%,4%,-1%,0%,-9%,-1%,10%
COc1ccc(OC)c(C(C(=O)NC2CCCCC2)N(C(=O)c2ccccn2)c2cccnc2)c1 (stereo unspecified),-13,-0.2%,-14%,1,1%,-23%,5%,-1%,6%,-2%,1%
Cc1ccc(C(=O)Cn2c(C)cc(C)c(C#N)c2=O)cc1,-9,-0.2%,2%,-1,-8%,3%,1%,-1%,0%,2%,1%
CN(Cc1cnn(C)c1)C(=O)C1CCC(=O)N(Cc2ccc(Cl)cc2)C1 (stereo unspecified),15,-0.3%,?,.,.,6%,2%,7%,1%,.,2%
Cn1c(Cc2cccs2)nnc1SCC(=O)Nc1ccc(F)cc1F,-17,-0.2%,-27%,.,.,-16%,2%,.,3%,-4%,.
O=C(Nc1ccc(N2CCCC2)cc1)C(Cl)c1ccccc1 (stereo unspecified),-1,-0.2%,0%,-12,-12%,-37%,-4%,3%,-11%,0%,-7%
CN(C)c1ccc(/C=C(\NC(=O)c2ccccc2)C(=O)N/N=C/c2ccc(C(=O)O)cc2)cc1,-9,-1.0%,2%,3,?,-15%,9%,-2%,4%,-1%,1%
Cc1c(C(=O)OC2CCCC2)[nH]c2c1C(=O)CC(c1ccco1)C2 (stereo unspecified),-16,-0.4%,?,0,-2%,2%,-3%,-1%,?,-1%,?
Cc1ccc[n+](CC(=O)Nc2nc3ccccc3s2)c1,8,0.2%,?,0,8%,9%,-3%,-2%,2%,-4%,-3%
COc1cc(CC(=O)OCC(=O)Nc2cccc([N+](=O)[O-])c2)cc(OC)c1OC,-1,-0.3%,?,-1,1%,8%,1%,-1%,-7%,-9%,1%
CNc1nc(-c2ccccc2)nc(-c2ccccc2)c1C#N,6,.,.,7,?,12%,7%,1%,.,-1%,0%
Nc1ccc(OCCCc2c(N)nc(N)nc2N)cc1,-1,0.0%,0%,0,7%,10%,4%,3%,10%,2%,-5%
Cc1ccc(/C=N/NC(=O)c2nnn(-c3nonc3N)c2CSc2ccccc2)s1,0,-0.1%,12%,-4,?,?,21%,1%,0%,-2%,.
Cc1ccc(NC(=O)c2cc(=O)[nH]c3ccc(S(=O)(=O)N4CCOCC4)cc23)cc1,9,-0.2%,2%,.,.,-9%,-1%,.,0%,0%,.
CCn1c(SCC(=O)Nc2cc(NC(C)=O)ccc2OC)nnc1-c1cccnc1,4,0.2%,1%,0,0%,-4%,1%,-2%,3%,-4%,-13%
CCc1cccc(NC(=O)CN(C)C2=NS(=O)(=O)c3ccccc32)c1,-4,0.0%,?,.,.,-27%,-1%,.,-9%,0%,.
COc1cc(OC)c(OC)cc1/C=N/NC(=S)NCC1CCCO1 (stereo unspecified),-3,-3.5%,?,-3,2%,-12%,90%[activator],-1%,0%,-4%,-1%
O=C(Nc1ncn[nH]1)c1ccc([N+](=O)[O-])cc1[N+](=O)[O-],-10,0.3%,6%,-2,13%,10%,1%,0%,1%,2%,2%
Cc1ccc(-n2ncc3c(SCc4ccccc4)ncnc32)cc1,-13,-0.8%,?,2,-1%,26%,12%,0%,-5%,-6%,-1%
O=[N+]([O-])c1ccc(N2CCN(C(=S)c3cccc([N+](=O)[O-])c3)CC2)cc1,-1,-1.1%,?,-10,.,-13%,-5%,0%,19µM*,-6%,-2%
CCCCn1c(SCC(N)=O)nnc1-c1ccco1,-16,0.0%,-1%,-5,0%,-13%,3%,0%,-4%,-11%,-1%
NC(=O)[C@@H]1CC2(CC(c3cccc(NC(=O)COc4ccc(Cl)cc4)c3)=NO2)CN1C(=O)COc1ccc(Cl)cc1 (stereo partly specified),-2,-1.1%,?,-2,.,-41%,-16%,3%,-14%,-1%,-1%
Cc1noc(C)c1NC(=O)Nc1cccc2c1O[C@H](CN(C)S(=O)(=O)c1ccc(F)cc1)[C@@H](C)CN([C@H](C)CO)C2=O,-21,1.1%,4%,.,.,30%,-1%,.,16%,1%,.
Cc1cccc(NC(=O)Cn2cnc3c(oc4ccccc43)c2=O)c1,3,-0.1%,?,0,4%,12%,6%,-4%,0%,-3%,-13%
CCOC(=O)CSc1nc(C)c2cc(OC)ccc2n1,12,-1.0%,8%,2,22%,8%,99%[activator],0%,2%,-6%,2%
CCCCOc1ccc(/C(O)=C2/C(=O)C(=O)N(CCCOC)C2c2ccncc2)cc1C (stereo unspecified),-3,-3.3%,10%,19,89%[activator],-1%,-14%,-1%,0%,-2%,-3%
O=c1oc2ccccc2c(Cl)c1CN1CCCCC1,-9,-1.4%,?,1,5%,-63%[inhibitor],5%,-3%,-1%,-1%,3%
CC[C@]12c3[nH]c4ccc(OC)cc4c3CCN1C(=O)C(CC(=O)NCCN1CCOCC1)C[C@@H]2C(=O)N1CCN(C(=O)C2CC2)CC1 (stereo partly specified),10,-0.5%,4%,.,.,20%,1%,.,-2%,-4%,.
Cc1ccnc(SCC(=O)Nc2sc3c(c2C#N)CCCC3)n1,-10,0.1%,?,-4,-9%,-15%,-2%,0%,0%,-4%,1%
CC(C)(CNC(=S)NCCc1ccccc1)CNC(=S)NCCc1ccccc1,0,-0.1%,?,6,?,-37%,-1%,3%,-1%,-1%,-7%
Cc1ccc(C(=O)O/N=C/C2=C(Cl)c3ccccc3CC2)cc1,6,0.1%,-10%,1,-4%,28%,0%,1%,0%,0%,3%
C#CC[N+]1(CC#Cc2cccc(C)c2)CCCCC1,-2,0.2%,9%,0,8%,-54%[inhibitor],-1%,0%,-2%,1%,0%
Cc1ccc(S(=O)(=O)N(CC(=O)N2CCc3ccccc3C2)c2ccc(Cl)c(Cl)c2)cc1,5,-0.6%,?,-1,-5%,?,-11%,0%,4%,0%,0%
COC(=O)c1ccccc1NC(=O)c1noc2c1CCCC2,6,-1.0%,7%,-3,-3%,-3%[7.66 µM],-6%,-3%,-2%,-3%,-1%
CCC1CCCCN1CCCNC(=O)CN1C(=O)CSc2ccc(S(=O)(=O)N3CCC(C)CC3)cc21 (stereo unspecified),11,-1.1%,?,-1,?,-50%[inhibitor],-1%,0%,2%,-4%,0%
O=C(CN1C(=O)COc2ccc(S(=O)(=O)N3CCCCC3)cc21)NCc1ccccc1Cl,-9,-0.3%,6%,1,?,?,-2%,6%,-11%,-4%,.
CC1CCc2nc(/C(C#N)=C/c3cccnc3)sc2C1 (stereo unspecified),-10,0.3%,?,1,0%,-45%[inhibitor],293%[activator],2%,-4%,-6%,0%
COCCCn1cnc2c(c1=O)c1nc3ccccc3nc1n2-c1ccccc1,-21,5.6%,3%,0,-8%,10%,191%[activator],3%,4%,-2%,-4%
CCOC(=O)c1[nH]c(C)c(C(=O)Nc2ccc3c(c2)OCCO3)c1C,-4,0.3%,-1%,-5,21%,-13%,3%,3%,-2%,-4%,-9%
